Screening data as filed in PubChem.
NRP1-CendR mod: NRP-1/CendR interaction modulation; inhibition, % at 25 µM; 360,000 compounds, 0.85% hits; O14786; FAM-RPARPAR peptide binding to NRP-1, fluorescence polarization; AID 602438;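 active = inhibition or corrected inhibition above about 18%, plus a signal ratio from 0.5 to 1.5, limit read from the data, passing the limit was not always enough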; also: strong numbers were not always called active
FAS-TE inh: FAS thioesterase (human) inhibition; P49327; inhibition, % at 15 µM; AID 602261; 360,000 compounds, 0.67% hits; recombinant FAS-TE, OMFH fluorogenic substrate, fluorescence endpoint;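 active = compounds whose normalised, plate-corrected inhibition of enzyme fluorescence in the single-dose primary screen is 50% or more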;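 also: 0% = DMSO with enzyme and 100% = substrate without enzyme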
PABP1 MLLE inh: inhibitors of microRNA-mediated deadenylation, human PABP1 MLLE binding; AID 588489; inhibition, % at 20 µM; 360,000 compounds, 0.36% hits; GST-MLLE / FITC-PAM2 fluorescence polarization; in the data active = inhibition above about 35%, passing the limit was not always enough;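 also: plate controls were DMSO wells with GST-MLLE for no effect and wells lacking GST-MLLE protein for full effect; some results filed as inactive read as strong as hits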
MT1-MMP act inh: inhibitors of human MT1-MMP activation; P50281; HT1080 RFP-PRO-GFP cells, GFP/RFP ratio fluorescence, overnight; percent of plate control window, DMSO zero; GFP/RFP ratio change, % at 20 µM; 360,000 compounds, 0.061% hits; AID 651647;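 active = GFP/RFP ratio change of at least 30% with cell ATP level not reduced by more than half and red fluorescence within 50% of control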; also: strong numbers were not always called active
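Assay system – RFP-PRO-GFP reporter HT1080 cells · Compound dosing – single dose of 20 µM compound, 1% DMSO final · Incubation – overnight compound exposure at 37 °C · Measure – GFP/RFP fluorescence ratio · Benchmarks – DMSO wells and RFP-L50D-GFP cells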
Neddyl block: inhibitors of human cullin neddylation. calls only at 25 µM. 360,000 compounds, 0.58% hits. AID 651699. TR-FRET cullin neddylation, biochemical. P61081+Q13564; in the data active = inhibition above about 36%
MsrA act: activators of bovine methionine sulfoxide reductase A; purified bovine MsrA, absorbance read-out; activation, % at 10.6 µM; 360,000 compounds, 0.3% hits; AID 602163; in the data active = activation above about 7.5%;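 also: 0% = vehicle and 100% = reference activator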
Rin1 Abl inh: inhibitors of human Rin1-Abl protein interaction. 360,000 compounds, 0.4% hits. P00519+Q13671. inhibition, % at 7.35 µM. TR-FRET Rin1/Abl binding, biochemical. AID 588664; in the data active = inhibition above about 5%, passing the limit was not always enough
eLon inh: inhibits E. coli Lon protease. P0A9M0. inhibition, % at 7.94 µM. 360,000 compounds, 0.42% hits. purified E. coli Lon protease, fluorescence polarization; in the data active = inhibition above about 13%, passing the limit was not always enough;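 also: 0% = enzyme with probe and DMSO and 100% = no enzyme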
Target sequence (P0A9M0 whole entry, looked up): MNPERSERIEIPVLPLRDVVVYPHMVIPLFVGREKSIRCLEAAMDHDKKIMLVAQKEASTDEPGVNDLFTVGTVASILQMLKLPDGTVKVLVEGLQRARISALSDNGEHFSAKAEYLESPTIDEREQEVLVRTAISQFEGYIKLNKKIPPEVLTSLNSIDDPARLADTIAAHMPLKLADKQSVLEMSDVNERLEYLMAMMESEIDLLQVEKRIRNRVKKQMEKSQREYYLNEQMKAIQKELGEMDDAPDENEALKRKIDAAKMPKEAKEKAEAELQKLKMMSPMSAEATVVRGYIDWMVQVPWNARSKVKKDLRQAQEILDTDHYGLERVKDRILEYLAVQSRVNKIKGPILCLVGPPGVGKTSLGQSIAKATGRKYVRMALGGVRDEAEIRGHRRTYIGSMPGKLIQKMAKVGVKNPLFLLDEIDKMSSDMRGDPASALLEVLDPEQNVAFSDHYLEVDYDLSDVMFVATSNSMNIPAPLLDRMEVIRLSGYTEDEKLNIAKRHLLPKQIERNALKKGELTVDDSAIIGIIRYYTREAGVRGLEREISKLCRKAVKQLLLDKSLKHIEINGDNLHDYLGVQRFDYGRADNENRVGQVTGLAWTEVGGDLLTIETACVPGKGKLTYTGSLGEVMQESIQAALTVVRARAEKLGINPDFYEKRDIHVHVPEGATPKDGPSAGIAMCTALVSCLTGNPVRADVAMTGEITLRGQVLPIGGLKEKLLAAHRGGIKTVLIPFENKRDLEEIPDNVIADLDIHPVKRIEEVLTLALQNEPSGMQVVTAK
SKN-1 block: C. elegans SKN-1 inhibition; AID 624304; 360,000 compounds, 0.49% hits; C. elegans VP596 Pgst-4::GFP/RFP ratio, acrylamide-induced, 24 h; inhibition, % at 21.8 µM;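 active = interference check ratio from 0.5 to 1.5 plus GFP to RFP signal ratio inhibition reaching or exceeding a fixed threshold, cut at about 30% in these data, passing the limit was not always enough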; also: some compounds called inactive have numbers as strong as hits
Starred values were filed as active, the others as inactive; i = inactive; / = no result given; + = active, no number. This is a random part of the collection. Share with any hit: about 4%.

SMILES	NRP1-CendR mod	FAS-TE inh	PABP1 MLLE inh	MT1-MMP act inh	Neddyl block	MsrA act	Rin1 Abl inh	eLon inh	SKN-1 block
Cc1sc2nc(COC(=O)c3cccc(S(=O)(=O)N(C)c4ccccc4)c3)[nH]c(=O)c2c1C	-82	0	-55	-31	i	-4	1	-29	15
Cc1nnc(NC(=O)c2cc3ccccc3o2)s1	10	-4	0	0	i	-4	6	-2	1
O=C(Cn1nnc(-c2ccc(Cl)cc2)n1)NC(=O)NC1CCCC1	16	-6	8	2	i	-2	3	-6	14
CN(CC(=O)Nc1ccc(Cl)c(C(F)(F)F)c1)C(=O)c1cccc(N2C(=O)CCC2=O)c1	1	20	-1	2	i	0	3	-1	-8
COc1ccc(CN2CCN(Cc3ccco3)CC2)c(OC)c1	8	0	-8	5	i	-3	2	11	10
COC(=O)COc1cccc2c(=O)n(CC(=O)N3CCCc4ccccc43)ccc12	0	-4	5	0	i	-6	0	-2	0
COc1cc(/C=C2\SC(=O)N(CC(=O)Nc3cccc(C)c3)C2=O)cc([N+](=O)[O-])c1O	18	8	-1	21	i	-5	-1	-2	11
CC1(C)NC(=O)N(CC(O)CN(Cc2ccccc2)Cc2ccccc2)C1=O (centres undefined)	3	-3	-3	8	i	-1	0	1	6
CN1C(=O)[C@H]2[C@@H](C3CC3)N3C(=O)CN(Cc4ccc(-c5ccccc5)cc4)C(=O)[C@@]3(C)[C@H]2C1=O	-4	-7	-4	4	i	-1	5	-3	2
CCc1ccc(-n2c(=O)c3ccccc3n(CC(=O)NCc3ccco3)c2=O)cc1	6	-4	-16	-3	i	-9	-1	-5	-21

As entered above:
Entry of Cc1nnc(NC(=O)c2cc3ccccc3o2)s1 under MsrA act: -4
Entry of CN(CC(=O)Nc1ccc(Cl)c(C(F)(F)F)c1)C(=O)c1cccc(N2C(=O)CCC2=O)c1 under MsrA act: 0

The main list resumes, starting 4 compounds before the break.
SMILES	NRP1-CendR mod	FAS-TE inh	PABP1 MLLE inh	MT1-MMP act inh	Neddyl block	MsrA act	Rin1 Abl inh	eLon inh	SKN-1 block
COc1cc(/C=C2\SC(=O)N(CC(=O)Nc3cccc(C)c3)C2=O)cc([N+](=O)[O-])c1O	18	8	-1	21	i	-5	-1	-2	11
CC1(C)NC(=O)N(CC(O)CN(Cc2ccccc2)Cc2ccccc2)C1=O (centres undefined)	3	-3	-3	8	i	-1	0	1	6
CN1C(=O)[C@H]2[C@@H](C3CC3)N3C(=O)CN(Cc4ccc(-c5ccccc5)cc4)C(=O)[C@@]3(C)[C@H]2C1=O	-4	-7	-4	4	i	-1	5	-3	2
CCc1ccc(-n2c(=O)c3ccccc3n(CC(=O)NCc3ccco3)c2=O)cc1	6	-4	-16	-3	i	-9	-1	-5	-21
Cc1cccc(N2C(=O)CC(Sc3nnc(C)s3)C2=O)c1 (centres undefined)	6	-3	34	-1	i	-1	-3	3	9
COc1ccc2c(c1)c(C(=O)CN1CCc3ccccc3C1)c(C)n2C	-11	3	-60	-4	i	-13	-2	-1	-5
O=C(Nc1cccc2nsnc12)c1ccc2c(c1)OCO2	11	1	4	0	+	-1	-2	-4	-10
C1=CCN(Cc2ccccc2)C1	0	1	2	2	i	2	-3	-4	8
Cc1ccc(Cc2cnc(N)s2)o1	-16	-12	-6	-5	i	-4	7	-5	6
CC(=O)Nc1ccc(S(=O)(=O)N(C)c2ccc(OCC(=O)NCCc3ccccc3F)cc2)cc1	-14	6	13	-5	i	-3	2	-6	-11
CCc1ccc(N(CC(=O)NC(C)C)C(=O)CCC(=O)Nc2nccs2)cc1	-4	-1	7	1	i	-2	-1	-5	1
COC(=O)C1=C(C(=O)OC)[C@@H]2N(C)c3ccc(OC)cc3[C@@]23C[C@@H](C(=O)OC)N(C(=O)CC(C)C)C3=N1	26*	14	-1	-2	i	-3	1	3	-3
O=C(CSc1nnc(Nc2ccccc2)s1)NC1CCCC1	9	-4	-7	0	i	-1	-1	-7	21
O=C(Cn1c(=O)[nH]c2ccccc2c1=O)Nc1ccc2c(c1)OCO2	-3	-4	-3	0	i	1	1	3	7
C=CCNC(=O)c1cc(Cl)ccc1Cl	2	-4	-11	5	i	-4	-1	-4	-1
COC(=O)C[C@H]1C=C[C@@H](C(C(=O)OC)C(=O)OC)CN1C(C)=O	3	-7	13	0	i	-2	3	-5	-1
O=C(NC1CCCCC1)c1ccc([N+](=O)[O-])o1	0	2	-1	2	i	2	0	-2	-8
CCOc1cc(N2CCOCC2)c(OCC)cc1NC(=O)CSc1ncccn1	0	-5	5	2	i	-2	0	-4	2
O=c1cc(C(F)(F)F)[nH]c2ccccc12	-5	-5	4	-1	i	-3	0	-16	-5
Cc1ccc(-n2ncc(C(=O)NCc3ccc4c(c3)OCO4)c2NC(=O)c2ccco2)cc1C	-1	1	-5	-5	i	-4	1	-1	13
CNC(=O)COC(=O)c1ccc(NS(=O)(=O)c2ccc3c(c2)OCCO3)cc1	18	-5	-14	1	i	-9	-4	3	-13
O=C(CSc1nnc(NC(=O)C2CCC2)s1)Nc1ccccc1	1	-2	14	-2	i	-1	1	1	11
CCCCC(=O)NC(=S)Nc1cc(C(=O)O)ccc1Cl	-14	-10	20	5	i	-1	2	-11	4
Cc1cc(C)c2c(N)c3cccc(C)c3nc2n1	-18	-5	-29	-1	/	-4	-7	-30	14
C=CCn1c(SCn2nnc3ccccc3c2=O)nnc1-c1ccc(Cl)cc1	-3	-5	-71	0	i	-3	0	1	1
COc1ccccc1CN(C)C(=O)CNC(=O)c1cccc(Cl)c1	-26	0	-11	3	i	-3	1	-6	18
COC(=O)c1ccc(C23CC4(C2)[C@H](CN(CC2CCCCC2)[C@@H]4c2ccccc2)C3c2ccc(Cl)nc2)cc1 (some centres undefined)	-8	7	5	-14	i	-13	-3	-12	2
O=c1ccc(Cc2ccccn2)n[nH]1	-1	-2	9	2	i	-2	1	5	-2
COc1ccc(C(=O)/C=C/Nc2ccc(NC(C)=O)cc2)cc1OC	1	-4	-9	-3	i	-6	-6	-4	-2
CCC(C)(C)n1nnnc1C(c1cccnc1)N1CCC(Cc2ccccc2)CC1 (centres undefined)	-2	11	-6	3	i	-1	2	0	-12
COc1ccc(N2CC(C(=O)N[C@@H](C)C(=O)NC(C)c3ccccc3)CC2=O)cc1 (some centres undefined)	6	-5	-1	1	i	0	0	6	14
CCCNC(=O)CSc1nc2[nH]ncc2c(=O)[nH]1	-5	-7	3	4	i	2	-1	-4	-2
CCCC/C=C/[C@H](c1ccccc1)[C@H](CO)Cc1cccnc1	18	4	-18	-3	i	-4	2	0	7
Cc1cc(NC(=O)c2ccccc2O)nc(C)n1	3	3	-1	-1	i	-7	2	-6	1
COc1ccc(CC2(CO)CCN(Cc3c(C)nn(C(C)C)c3C)CC2)cc1	-1	-6	-2	4	i	-2	3	-5	-3
O=C(CSCc1ccccc1Br)NC1CC1	-4	-6	9	5	i	-2	-1	-4	3
CC(Oc1ccccc1)C(=O)NC1CC(C)(C)NC(C)(C)C1 (centres undefined)	-1	-4	-1	-2	i	-4	0	-3	1
CC(C)CC(N)c1csc(Nc2ccc(C(=O)N(C)Cc3ccccc3)cn2)n1 (centres undefined)	-1	-8	-2	0	i	2	-5	0	12
COc1ccccc1N1CCN(Cc2cc(=O)c(OCC#N)co2)CC1	7	-4	-5	3	i	-3	2	9	12
Cc1ccc(CN(C)C(=O)COc2ccc(S(=O)(=O)N3CCCC3)cc2[N+](=O)[O-])c(C)c1	7	20	-19	-6	i	-1	1	5	-10
O=C(c1cc(-c2ccncc2)nc2ccccc12)N1CCN(Cc2ccccc2)CC1	13	-4	-3	-4	i	-6	0	1	1
O=C(Nc1ccc(Cl)cc1)N1CCN(Cc2ccc3c(c2)OCO3)CC1	8	2	12	3	i	-8	-2	-3	2
Cc1nn(-c2ccc(C(=O)O)cc2)c(N)c1-c1ccccc1	-2	-9	-6	2	i	-4	0	-1	13
O=C1CC(N2CCN(c3nc4ccccc4s3)CC2)C(=O)N1Cc1cccs1 (centres undefined)	-4	3	1	-2	i	-8	2	-1	28
O=C(O)c1c[nH]n2c(=S)ncnc12	-6	-7	-7	-1	i	-1	3	-1	-1
O=C(NCCc1c[nH]c2ccccc12)C(=O)Nc1ccccc1	-4	0	13	-1	i	-4	4	1	-3
CCOC(=O)c1sc2nc(CC(=O)OC)nc(NCc3ccc(Cl)cc3)c2c1C	6	15	-45	1	i	-3	-5	3	6
C[C@H](c1ccccc1)N1C[C@H](COCc2ccccc2)Oc2cc(N3CCC[C@@H]3CO)ccc2S1(=O)=O	-5	19	/	-9	i	-4	/	0	-2
Cc1nc2ccc(Br)cn2c1C(=O)N/N=C\c1ccccc1[N+](=O)[O-]	-4	2	-12	-2	i	-9	-10	-2	3
O=C(CN1C(=O)c2ccccc2C1=O)Nc1cccc([N+](=O)[O-])c1	-8	9	12	2	i	-4	2	-2	7
O=C(CCc1nnc(COc2ccccc2)o1)NCc1ccccc1	-5	-6	2	1	i	-8	0	-3	-6
CCOc1ccc(NC(=O)CC2C(=O)N(c3cccc(OC)c3)C(=O)N2C(C)C)cc1 (centres undefined)	-1	-5	-4	5	i	-6	2	-6	-3
Cc1cccc(OCCCC(=O)Nc2ccc(Cl)c(S(=O)(=O)N3CCOCC3)c2)c1	8	15	-5	2	i	-1	-3	-3	4
NC(=O)NC(CC(=O)Nc1cccnc1)c1cccc(Br)c1 (centres undefined)	3	-5	-14	-3	i	-2	1	-1	-13

Next records:
SMILES	NRP1-CendR mod	FAS-TE inh	PABP1 MLLE inh	MT1-MMP act inh	Neddyl block	MsrA act	Rin1 Abl inh	eLon inh	SKN-1 block
CCOC(=O)c1c(NC(=O)c2ccc(Br)o2)sc2c1CCCC2	-7	21	-2	-1	/	-4	-4	-2	19
CCC1CCCCN1C(=O)c1nn2cccnc2c1Cl (centres undefined)	0	-2	-2	5	i	-12	2	-6	-17
O=C(Nc1ccc(Oc2cccc(C(F)(F)F)c2)nc1)c1ccccc1	0	6	9	-2	i	-4	-1	-3	-9
N#C/C(=C\c1cccnc1)C(=O)Nc1ccc(O)cc1F	-1	-4	7	15	i	-3	-2	-1	44
CN(C)CCNC(=O)C(=O)NCC1OCCN1S(=O)(=O)c1ccc(F)cc1 (centres undefined)	-6	-8	11	0	i	-2	1	1	0
O=C(O)CC1=C(Nc2ccccc2)C(=O)N(c2ccccc2)C1c1ccc(F)cc1 (centres undefined)	2	1	4	2	i	-4	1	-1	11
CCC1Oc2ccc(C)cc2N(Cc2cccc(C)c2)C1=O (centres undefined)	-6	22	-2	0	i	-9	2	-6	-6
CC1(O)CC(C)(C)C(C#N)C(=O)N1 (centres undefined)	17	-7	7	0	i	-4	3	-7	8
C=CCc1cc(C=O)cc(OCC)c1O	1	-3	-2	4	i	-3	-5	5	4
Cc1cccc(C)c1NC(=O)CSc1nnc(-c2ccccc2)n1Cc1ccc2c(c1)OCO2	5	5	-16	1	i	-1	9	2	-1
CSc1ncccc1C(=O)N1CCC(C)(C(=O)O)C1 (centres undefined)	-13	-9	-1	-3	i	2	-3	0	-6
COc1ccc(/C(N)=N/OC(=O)c2ccc(C)c([N+](=O)[O-])c2)cc1	15	11	1	10	i	2	-1	1	-1
CC1SC(=NC(=O)c2ccco2)NC1=O (centres undefined)	4	-8	31	-7	i	-3	-2	3	21
Fc1ccc(F)c(CN2CCN(c3ncccn3)CC2)c1	1	-10	4	6	i	-4	2	-7	4
COc1cccc(COC(=O)CSCC(=O)Nc2ccc(C)cc2)c1OC	8	5	10	-2	i	-6	-1	2	0
CCOC(=O)C1C(=O)NC(C(=O)OCC)(C(=O)OCC)C1CC (centres undefined)	-15	-8	3	-1	i	-1	1	0	22
COc1ccc(-n2c(=O)c3ccccc3n(Cc3cccc(C)c3)c2=O)cc1OC	15	-21	6	/	i	-11	-3	5	-18
CCOC(=O)C1CCN(C(=O)c2ccc3snnc3c2)CC1	6	-3	10	6	i	0	-2	-3	2
